CHT inh: inhibits the human high affinity choline transporter; 310,000 tested, 0.86% active; Q9GZV3; CHT-expressing cells, membrane potential dye, choline response; stronger effect = lower value; AID 488975; B-score at 10 µM;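 active means B-score over 3 SD under the library average, and starting fluorescence ratio not unusually high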;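 further: choline stimulus applied at its EC90 after an EC20 pre-addition; B-score computed on integrated fluorescence ratio after choline addition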
Target sequence (Q9GZV3 whole entry, looked up): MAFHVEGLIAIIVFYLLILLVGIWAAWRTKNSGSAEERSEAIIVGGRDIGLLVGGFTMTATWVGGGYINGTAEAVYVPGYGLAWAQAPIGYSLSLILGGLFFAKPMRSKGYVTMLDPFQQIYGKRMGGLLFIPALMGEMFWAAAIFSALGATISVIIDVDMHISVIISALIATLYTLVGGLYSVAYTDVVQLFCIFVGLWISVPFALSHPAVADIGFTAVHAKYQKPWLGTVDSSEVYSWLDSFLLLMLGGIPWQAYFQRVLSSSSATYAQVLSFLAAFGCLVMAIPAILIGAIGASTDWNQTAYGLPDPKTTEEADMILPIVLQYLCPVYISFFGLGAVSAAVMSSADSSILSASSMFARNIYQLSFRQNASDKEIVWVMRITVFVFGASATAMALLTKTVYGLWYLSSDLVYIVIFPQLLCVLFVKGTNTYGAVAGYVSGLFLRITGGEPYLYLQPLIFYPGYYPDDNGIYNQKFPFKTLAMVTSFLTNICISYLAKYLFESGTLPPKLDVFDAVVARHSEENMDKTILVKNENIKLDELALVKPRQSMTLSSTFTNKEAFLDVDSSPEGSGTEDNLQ
CHT PAM: allosteric activators of human choline transporter CHT | CHT-expressing cells, membrane potential dye, choline EC20; stronger effect = higher value; LV-AA mutant CHT in HEK293 cells | B-score at 10 µM | 310,000 tested, 0.49% active | AID 488977;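 active means initial fluorescence not abnormally high and integrated response B-score, plate-corrected, over 3 SD above library mean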
The depositor's hits bear a star; i = inactive.

SMILES | CHT inh | CHT PAM
Cc1ccc(/C=C/C(=O)Nc2nn[nH]n2)o1 | i | i
CCc1nc(Nc2ccc(OC)c(OC)c2)c2nnn(Cc3ccccc3Cl)c2n1 | i | i
c1ccc2nc(-c3nc4ccccc4o3)ccc2c1 | i | i
CCOC(=O)C1(CCOc2ccccc2)CCN(Cc2cc(OC)ccc2OC)CC1 | i | i
CC(=O)c1cnc2cc(C)nn2c1C | i | i
Cc1cc(=O)nc2c3ccccc3n(CC(=O)Nc3ccccc3Br)n12 | i | i
Cc1ccc(S(=O)(=O)N(C)C)cc1NC(=O)C(C)N(C)CCOc1ccc(Cl)cc1 (stereo not given) | i | i
Cc1c(C#N)c2ccccc2n1CC(=O)NCCc1c[nH]c2ccccc12 | i | i
CC(OC(=O)c1ccccc1)C(=O)NCCC1=CCCCC1 (stereo not given) | i | i
Cc1cc2oc(C(=O)NC3CCS(=O)(=O)C3)cc(=O)c2cc1C (stereo not given) | i | i
CCOC(=O)N1CCN(C(=O)CN(c2ccc(C)c(C)c2)S(=O)(=O)c2ccccc2)CC1 | i | i
O=C1CC(C2CCCO2)C(=O)N1c1cccc(Cl)c1 (stereo not given) | i | i
Cc1cc(C)c(NC(=O)CSc2nnc(CNC(=O)c3ccccc3F)o2)c(C)c1 | i | i
Cc1ccc(NC(=O)CSc2nnc(-c3cccnc3)s2)cc1 | i | i
CCN1CCN(/C=N/c2nc3c(s2)CCCC3)CC1 | i | i
CCOc1ccc2[nH]c(=O)c(CN(Cc3cccs3)Cc3nnnn3C(C)(C)C)cc2c1 | i | i
COc1cccc(C(=O)NCc2ccco2)c1OC | i | i
COc1cc(C2C(C(C)=O)=C(O)C(=O)N2CCN(C)C)ccc1O (stereo not given) | i | i
CCC(C)(C)NC(=O)C(c1cccn1C)N(Cc1ccc(C)cc1)C(=O)Cn1nnc2ccccc21 (stereo not given) | i | i
NNC(=O)c1cccc(S(=O)(=O)Nc2cc(Cl)ccc2Cl)c1 | i | i

Part of the list above, tab-delimited:
canonical_smiles	CHT inh	CHT PAM
c1ccc2nc(-c3nc4ccccc4o3)ccc2c1	i	i
CCOC(=O)C1(CCOc2ccccc2)CCN(Cc2cc(OC)ccc2OC)CC1	i	i
CC(=O)c1cnc2cc(C)nn2c1C	i	i
Cc1cc(=O)nc2c3ccccc3n(CC(=O)Nc3ccccc3Br)n12	i	i
Cc1ccc(S(=O)(=O)N(C)C)cc1NC(=O)C(C)N(C)CCOc1ccc(Cl)cc1 (stereo not given)	i	i
Cc1c(C#N)c2ccccc2n1CC(=O)NCCc1c[nH]c2ccccc12	i	i
CC(OC(=O)c1ccccc1)C(=O)NCCC1=CCCCC1 (stereo not given)	i	i
Cc1cc2oc(C(=O)NC3CCS(=O)(=O)C3)cc(=O)c2cc1C (stereo not given)	i	i
CCOC(=O)N1CCN(C(=O)CN(c2ccc(C)c(C)c2)S(=O)(=O)c2ccccc2)CC1	i	i
O=C1CC(C2CCCO2)C(=O)N1c1cccc(Cl)c1 (stereo not given)	i	i
Cc1cc(C)c(NC(=O)CSc2nnc(CNC(=O)c3ccccc3F)o2)c(C)c1	i	i
Cc1ccc(NC(=O)CSc2nnc(-c3cccnc3)s2)cc1	i	i
CCN1CCN(/C=N/c2nc3c(s2)CCCC3)CC1	i	i
CCOc1ccc2[nH]c(=O)c(CN(Cc3cccs3)Cc3nnnn3C(C)(C)C)cc2c1	i	i
COc1cccc(C(=O)NCc2ccco2)c1OC	i	i
COc1cc(C2C(C(C)=O)=C(O)C(=O)N2CCN(C)C)ccc1O (stereo not given)	i	i
CCC(C)(C)NC(=O)C(c1cccn1C)N(Cc1ccc(C)cc1)C(=O)Cn1nnc2ccccc21 (stereo not given)	i	i
NNC(=O)c1cccc(S(=O)(=O)Nc2cc(Cl)ccc2Cl)c1	i	i

Remaining list, next part
SMILES | CHT inh | CHT PAM
NS(=O)(=O)c1ccc(NC(=O)/C=C/c2ccc3c(c2)OCO3)cc1 | i | i
CCOc1ccc(C(=O)NCCc2ccccc2)cc1 | i | i
CCc1ccc(N=C2NC(=O)/C(=C/c3cc(Br)c(OCC(=O)O)c(OC)c3)S2)cc1 | i | i
Cc1c(C(=O)Nc2ccccn2)oc2c(Cl)cccc12 | i | i
Cc1cccc(OCC(=O)Nc2ccccc2C(=O)N2CCOCC2)c1 | i | i
COC(=O)c1ccc(NC(=O)C2C3C=CC(O3)C2C(=O)O)cc1 (stereo not given) | i | i
COc1cc2c(CCNC(C)=O)c[nH]c2cc1O | i | i
Cc1ccc(S(=O)(=O)N2CCN(C(=O)c3sccc3C)CC2)cc1 | i | i
COc1ccc(CNC(=O)C2=CCN(S(=O)(=O)c3ccc(C)cc3)CC2)cc1 | i | i
CCOc1ccc(C(=S)N2CCN(C)CC2)cc1 | i | i
Cc1ccc(NC(=O)c2c(F)cccc2Cl)cc1NS(C)(=O)=O | i | i
COc1ccc(C(=O)Oc2c(C)occc2=O)cc1OC | i | i
OC1(c2ccccc2)C/C(=N\n2cnnc2)C=C1c1ccccc1 (stereo not given) | i | i
CC(C)C(=O)N1CCN(c2ccccc2NC(=O)c2ccc(C#N)cc2F)CC1 | i | 7.7*
Cc1cc2ccc(C)c(C)c2nc1SCC#N | i | i
CC1=C(C)CC(C(=O)NC2CCN(C(C)C)CC2)C(C(=O)O)C1 (stereo not given) | i | i
CCCOC(=O)C1=C(C)NC(=O)NC1c1cc2c(cc1Br)OCO2 (stereo not given) | i | i
COCCNC(=O)CN(CCc1ccccc1)S(=O)(=O)c1ccc(OC)cc1 | i | i
COc1ccccc1CNC(=O)COc1ccc(S(=O)(=O)N2CCOCC2)cc1 | i | i
Cn1c(SCC(=O)NC(C)(C)C)nc(O)cc1=O | i | i
Cc1ccc(S(=O)(=O)N2CCN(C(=O)CN3C(=O)NC4(CCCC4)C3=O)CC2)c(C)c1 | i | i
CN(C)c1c([N+](=O)[O-])ncn1C | i | i
Cc1ccc(S(=O)(=O)N2CCOCC2)cc1NC(=O)COC(=O)Cc1ccsc1 | i | i
CC(C)C1CC(C(=O)Nc2ccccc2)C(=O)O1 (stereo not given) | i | i
COC(=O)c1c(/N=C/NOCc2ccc(Cl)cc2)sc2c1CCN(c1ncc(C(F)(F)F)cc1Cl)C2 | i | i
CCCCN(C)C(=O)CCCc1c[nH]c2ccccc12 | i | i
CN(CC(=O)Nc1ccccc1C(F)(F)F)C(=O)c1cc([N+](=O)[O-])ccc1N1CCOCC1 | i | i
CC(Oc1ccc2ccc(=O)oc2c1)C(=O)NC(Cc1c[nH]c2ccc(O)cc12)C(=O)O (stereo not given) | i | i
Cc1ccc(S(=O)(=O)Nc2ccccc2)cc1C(=O)N1CCCC1 | i | i
Cc1cccc(NC(=S)NCCN2CCOCC2)c1C | i | i
CCCOc1ccc(C(=O)NCC(C)(C)N2CCOCC2)cc1 | i | i
N=c1c2c3c(sc2nc2n1CCCCC2)CCCCC3 | i | i
CCc1cccc(C)c1NC(=O)c1cc(C)oc1C | i | i
COCCNc1nc2c(c(=O)n(Cc3ccc(OC)cc3)c(=O)n2C)n1C | i | i
COc1ccc(-n2c(SCC(=O)NCC3CCCO3)nc3n[nH]c(C)c3c2=N)cc1 (stereo not given) | i | i
CCOC(=O)C(C)(C)N(Cc1ccc(Cl)cc1)S(=O)(=O)c1ccc(Cl)c([N+](=O)[O-])c1 | i | i
Cn1c2ccccc2c2cc(/C=N/NC(=O)c3ccc(N)cc3)ccc21 | i | i
FC(F)Oc1ccc(NC(=S)NC2CCSc3ccccc32)cc1 (stereo not given) | i | i
CN(CC(=O)NC1CC1)S(=O)(=O)c1ccc(Br)cc1 | i | i
N#Cc1c(NC(=O)CSc2nnc(-c3ccccc3)o2)sc2c1CCCC2 | i | i
CCCC12CN3CC(CCC)(CN(C1)C3c1ccco1)C2=O (stereo not given) | i | i
COc1ccc(NC(=O)CN2C(=O)C(C)SC(C)C2=O)c(OC)c1 (stereo not given) | i | i
CCc1ccc(/C=C2/Sc3ccccc3N(CC(=O)NCCCN3CCOCC3)C2=O)cc1 | i | i
Cc1ccc(-c2n[nH]c(=S)n2/N=C/c2ccncc2)cc1 | i | i
O=C(c1cccc(-c2nnc(-c3ccccc3)o2)c1)N1CCCCCC1 | i | i
CC(C)CCNC(=O)NC(=O)COc1ncnc2sccc12 | i | i
Cc1ccc(-c2nnn(CCC(=O)N3CCCCC3C)n2)cc1 (stereo not given) | i | i
CCCC(CCC(=O)Nc1ccc(S(N)(=O)=O)cc1)C(=O)O (stereo not given) | i | i
C=CCn1c(SCC(N)=O)nnc1-c1cc(Br)ccc1O | i | i
CCCc1cc(C(=O)Nc2nccs2)cs1 | i | i
(list continues)
SMILES | CHT inh | CHT PAM
CC(c1ccccn1)N(CCN(C)C)C(=S)Nc1ccccc1F (stereo not given) | i | i
COc1ccc(/C=N/N=C2\SC(CC(=O)O)C(=O)N2c2ccccc2)c(OC)c1 (stereo not given) | i | i
Cc1nc(-c2ccc([N+](=O)[O-])cc2)nc2[nH]ccc(=O)c12 | i | i
O=C(Nc1cccc(O)c1)c1cccc(C(=O)Nc2cccc(O)c2)c1 | i | i
CN(C)CCCNC(=O)C(=O)NCC1CCCO1 (stereo not given) | i | i
COc1ccccc1C(=O)Nc1ccnn1C1CCN(CCCc2ccccc2)CC1 | i | i
CCNc1c2c(nc3ccccc13)CC(C)(C)CC2=O | i | i
CC(=O)NC1(c2cccc(F)c2)CCN(C(=O)Nc2ccc(C#N)cc2)CC1 | i | i
C=CCOC(=O)C1=C[C@@H](c2ccc(Br)cc2)C[C@@H](OCCCCO)O1 | i | i
Cc1cccc(-c2nc3ccccc3c(=O)n2NC(=S)N(C)C)c1 | i | i
COc1ccccc1NC(=O)COc1ccc(C(F)(F)F)cc1[N+](=O)[O-] | i | i
CC1CCCC(NC(=O)COC(=O)CCC2CCCC2)C1C (stereo not given) | i | i
CN(C)CCCn1c(=O)n(Cc2ccccc2)c(=O)c2c3c(sc21)CCCCC3 | i | i
Cc1noc(C)c1C(=O)Nc1c(F)cc(F)cc1Br | i | i
COc1cc(NC2c3ccccc3C(=O)N2Cc2ccccc2)cc(OC)c1OC (stereo not given) | i | i
O=C(O)C1=C(Nc2ccccc2)OCC1=O | i | i
O=C(OCc1nnc(-c2ccccc2)o1)c1ccc2ccccc2n1 | i | i
O=C(CSc1ccc2nnc(-c3ccc(F)cc3)n2n1)N1CCOCC1 | i | i
COc1ccc2c(c1)N(C)/C(=C1/SC(=S)N(NC(C)=O)C1=O)S2 | i | i
CC1CCCN(C(=O)CNC(=O)c2ccco2)C1 (stereo not given) | i | i
O=C(CN1C(=O)CC(c2ccco2)Sc2ccccc21)Nc1ccc2c(c1)OCCO2 (stereo not given) | i | i
COc1ccc(C(=O)NC2CCN(C(=S)Nc3ccccc3)CC2)cc1 | i | i
CC(C)C(C)NC(=O)CN1C(=O)NC2(CCCc3ccccc32)C1=O (stereo not given) | i | i
CCCSc1nc(SCC(=O)NCc2ccccc2)c2c3c(sc2n1)COC(C)(CC)C3 (stereo not given) | i | i
CCCNC(=O)CCc1cc(C(C)(C)C)c(O)c(C(C)(C)C)c1 | i | i
COc1ccc2[nH]c(C(=O)N3CCC(n4nccc4NC(=O)C4CC4)CC3)c(C)c2c1 | i | i
COc1ccccc1/C=N/NC(=O)c1cc2c(OC)c(OC)ccc2[nH]1 | i | i
Cc1ccc(C(=O)Nc2nc(-c3ccccc3)c(-c3ccccc3)o2)cc1 | i | i
Cc1cc2nnc(SCC(=O)Nc3ccc(Cl)cc3)n2c(N)n1 | i | i
CCn1cc(C(=O)OCC(=O)N(C)Cc2ccccc2)c(=O)c2ccc(C)nc21 | i | i
Cc1cccc(NC(=O)N2CCc3ccccc3C2)c1C | i | i
Cc1cc(OC(C)C(=O)NCCCn2ccnc2)c2c(C)c(C)c(=O)oc2c1 (stereo not given) | i | i
CC1(C)C(=O)NCCN1C(=O)CSc1nccc(-c2ccc(Br)cc2)n1 | i | i
O=Cc1ccc(OCC(=O)NC(=O)NC2CCCCC2)cc1 | i | i
CCOC(=O)N/N=C/c1ccc(OCCSc2ccc(Cl)cc2)c(OC)c1 | i | i
O=C(Nc1nnc(-c2ccco2)o1)C1CC1 | i | i
COc1ccccc1CC(=O)Nc1ccc(-c2noc(COc3ccc(Cl)c(C)c3)n2)cc1 | i | i
O=C(CSc1n[nH]c(-c2ccco2)n1)Nc1ccccc1F | i | i
Cc1ccccc1NC1=C(Cl)C(=O)N(C2CCCCC2)C1=O | i | i
COc1cccc(NC(=O)c2oc3ccc(S(=O)(=O)N4CCOCC4)cc3c2C)c1 | i | i
CC(C)c1nc(C(=O)N2CCCC(N3CCN(c4cccc(Cl)c4)CC3)C2)cs1 (stereo not given) | -12* | i
Cc1ccc(CS(=O)(=O)CCC(=O)NCCc2ccccc2)cc1 | i | i
COC(=O)c1[nH]c2cc(OC)ccc2c1N=CN(C)C | i | i
COc1ccc([N+](=O)[O-])cc1NC(=O)C(C)N1CCCC1 (stereo not given) | i | i
COC(=O)Nc1nncs1 | i | i
CC(NC(=O)COc1ccccc1)C1COc2ccccc2O1 (stereo not given) | i | i
CN(C)c1ccc(/C=C(/C(=O)c2ccc(Cl)cc2Cl)n2cncn2)cc1 | i | i
CCCCC12CN3CC(C)(CN(C1)C31C(=O)N(C)c3ccc(C)cc31)C2=O (stereo not given) | i | i
CN(C(=O)c1cnc(N2CCN(c3ncccn3)CC2)c2ccccc12)c1ccc(Cl)cc1 | i | i
Cc1ccc(S(=O)(=O)N2CCOCC2)cc1C(=O)NCc1cccs1 | i | i
Later entries:
SMILES | CHT inh | CHT PAM
CS(=O)(=O)N(C(=O)NC(=O)NC12CC3CC(CC(C3)C1)C2)C1CCCCC1 | i | i
Cc1ccc2c(c1)N(CCC(=O)NCc1ccccn1)C(=O)CO2 | i | i
C=CCn1c(SCn2nnc3ccccc3c2=O)nnc1C1CCCCC1 | i | i
COc1cccc(N2CCN(C(=O)c3ccc(CSc4nc5ccncc5[nH]4)cc3)CC2)c1 | i | i
Cc1cccc(CCNC(=O)C2CCC(=O)N2Cc2ccc(F)cc2)c1 (stereo not given) | i | i
O=C(NNS(=O)(=O)c1ccccc1)c1ccc(O)cc1 | i | i
Cc1ccc(-n2c(SCCN)nnc2-c2cccc(C)c2)cc1 | i | i

Assay outcomes (PubChem BioAssay)
